# EBV LMP1 NFkB: Epstein-Barr LMP1 NF-kappaB reporter inhibition; AID 504558; inhibition, % at 12.5 µM; 350,000 compounds, 0.69% hits; LMP1-induced NF-kappaB luciferase reporter cells, luminescence; in the data active = inhibition above about 41%;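 note: 0% = neutral control wells and 100% = reference inhibitor control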
# SRC1 inh: inhibits human SRC1 coactivator | HEK293 GAL4-SRC1 luciferase reporter, luminescence | inhibition, % at 3.6 µM | 360,000 compounds, 0.12% hits;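 active = inhibition above the campaign mean plus 3 SD, with each screening campaign given its own cutoff, cut at about 60% in these data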;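 note: 0% = DMSO treated cells and 100% = gossypol at 36 µM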
# SRC3 inh: human NCOA3 inhibition; AID 588352; HEK293 GAL4-SRC3 luciferase reporter, luminescence; 360,000 compounds, 0.17% hits; Q9Y6Q9; inhibition, % at 3.6 µM;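 active = inhibition above a per-campaign cutoff, the mean of all compounds plus 3 SD, cut at about 60% in these data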;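 note: 0% = DMSO-treated cells and 100% = gossypol-treated cells at 36 µM; higher means less SRC3-driven luciferase light from the GAL4 reporter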
# NR2F2 inh: inhibitors of human COUP-TFII (NR2F2); P24468; HEK293T NGFI-A luciferase reporter, luminescence; inhibition, % at 8.6 µM; 370,000 compounds, 0.7% hits; AID 686940;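 active = inhibition above a per-plate cutoff, mean inhibition of test wells between control levels plus 3 SD, cut at about 38% in these data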;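 note: cells cotransfected with COUP-TFII expression vector driving the NGFI-A reporter; 0% = median of COUP-TF2 test wells and 100% = reporter-only cells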
# Target sequence (P24468 whole entry, looked up): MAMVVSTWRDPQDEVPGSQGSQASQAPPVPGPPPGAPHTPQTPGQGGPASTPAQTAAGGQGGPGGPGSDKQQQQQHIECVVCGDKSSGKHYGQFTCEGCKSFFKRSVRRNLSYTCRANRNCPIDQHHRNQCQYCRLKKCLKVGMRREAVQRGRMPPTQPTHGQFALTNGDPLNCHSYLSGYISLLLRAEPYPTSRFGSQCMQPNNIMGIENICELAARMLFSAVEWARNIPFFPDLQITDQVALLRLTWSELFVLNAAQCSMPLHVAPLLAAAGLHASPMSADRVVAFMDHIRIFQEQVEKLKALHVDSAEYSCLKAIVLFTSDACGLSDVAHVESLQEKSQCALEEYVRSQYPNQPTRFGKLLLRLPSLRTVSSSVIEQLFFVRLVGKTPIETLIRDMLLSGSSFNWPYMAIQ
# TWEAK-Fn14 inh: blocks TWEAK-Fn14 interaction in a reporter cell assay; inhibition, % at 10 µM; 360,000 compounds, 2% hits; TWEAK-stimulated Fn14 reporter cells, luciferase luminescence, 8 h; in the data active = inhibition above about 50%
# NR5A2 inv ag: suppresses constitutive activity of human LRH-1; HEK293T StAR-luciferase reporter, LRH-1 transfected, 24 h; 360,000 compounds, 0.13% hits; inhibition, % at 3.6 µM;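 active = inhibition above the mean inhibition of all tested compounds plus 3 SD, cut at about 73% in these data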;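 note: 0% = DMSO wells and 100% = reporter-only cells lacking LRH-1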
# Target sequence (O00482 whole entry, looked up): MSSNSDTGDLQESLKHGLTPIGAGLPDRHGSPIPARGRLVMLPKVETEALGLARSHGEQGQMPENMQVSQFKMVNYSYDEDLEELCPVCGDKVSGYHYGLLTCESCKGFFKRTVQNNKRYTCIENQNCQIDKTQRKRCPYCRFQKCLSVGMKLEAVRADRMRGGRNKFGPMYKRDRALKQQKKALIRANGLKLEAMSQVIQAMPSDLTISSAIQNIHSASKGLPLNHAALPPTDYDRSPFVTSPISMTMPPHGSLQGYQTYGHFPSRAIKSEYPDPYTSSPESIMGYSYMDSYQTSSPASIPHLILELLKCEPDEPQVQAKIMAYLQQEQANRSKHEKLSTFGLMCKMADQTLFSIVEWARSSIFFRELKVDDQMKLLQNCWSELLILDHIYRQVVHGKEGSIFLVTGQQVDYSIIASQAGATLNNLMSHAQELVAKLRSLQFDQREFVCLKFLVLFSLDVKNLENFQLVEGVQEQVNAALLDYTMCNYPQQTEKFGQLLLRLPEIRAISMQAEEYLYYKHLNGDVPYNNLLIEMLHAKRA
# CF NFkB inh: blocks PAF-induced NF-kB reporter in cystic fibrosis cells. KKLEB NF-kB-GFP reporter, GFP fluorescence overnight. inhibition, % at 5 µM. 360,000 compounds, 0.86% hits. AID 588850;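 active = at least 50% inhibition at 5 µM, scaled per plate between neutral and stimulator controls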;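 note: PAF is a Pseudomonas aeruginosa culture filtrate used as stimulus; plate controls were PAF-stimulated DMSO wells for no effect and unstimulated DMSO wells for full effect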
# Shn3 3UTR inh: reduces Shn3 3'UTR luciferase signal in osteoblasts; Clone20 osteoblast Shn3 3'UTR firefly luciferase, 24 h; inhibition, % at 12.5 µM; 360,000 compounds, 0.52% hits;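 active = mean inhibition of at least 75% with every replicate also reaching 75%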;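 note: 0% = median of neutral control wells and 100% = pilot-screen positive control compound; some compounds past the cut are filed as inactive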
# TROY NFkB inh: TROY signaling inhibition | Q293 LMP1-TROYcd NF-kB luciferase reporter, 4 h | inhibition, % at 10 µM | 360,000 compounds, 0.98% hits | AID 1347056;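 active = compounds whose plate-normalised and pattern-corrected inhibition of the luciferase reporter signal at the single screening dose is 50% or more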
# TRAIL sens C8: caspase-8 TRAIL sensitization. NB7+C8 cells + TRAIL, ATPlite viability luminescence. inhibition (viability loss, TRAIL sensitization), % at 10 µM. 360,000 compounds, 1% hits;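 active = compounds causing at least 50% loss of cell viability in the single-dose screen, relative to plate controls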
# KKLEB cytotox: CF airway cell cytotoxicity counter-screen | KKLEB CF airway cells viability, ATPlite luminescence, overnight; active compounds read low; cells stimulated with P. aeruginosa culture filtrate | activity change (cytotoxicity), % at 5 µM | 360,000 compounds, 0.36% hits | AID 602141;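 active = corrected activity change at or below -50% at 5 µM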
# * marks the source's active call; other numbers are inactive results; . = no result given.
no.	SMILES	EBV LMP1 NFkB	KKLEB cytotox	Shn3 3UTR inh	SRC1 inh	NR5A2 inv ag	SRC3 inh	CF NFkB inh	TWEAK-Fn14 inh	NR2F2 inh	TROY NFkB inh	TRAIL sens C8
1	COc1ccc(CCNC(=O)c2ccc(Br)o2)cc1Br	.	.	.	.	-12	.	.	-11	-20	26	-1
2	CCO[C@H]1OC(C(=O)NCc2nc3ccccc3[nH]2)=C[C@@H](C)[C@@H]1CCCO	4	-15	-10	-3	7	8	1	14	1	-3	-4
3	CN1C(=O)C(O)(CC(=O)c2ccncc2)c2ccccc21 (stereo unspecified)	7	4	-6	3	5	14	-7	3	-8	-15	2
4	O=C1CC(NCc2ccccc2F)C(=O)N1c1ccccc1 (stereo unspecified)	-5	-2	-13	3	14	7	5	-25	2	4	-9
5	COc1ccccc1C(=O)NC(=S)Nc1ccc(N2CCOCC2)c(Cl)c1	6	-11	-1	-42	-20	-27	12	-9	-30	52*	2
6	Cc1ccccc1-n1c(SCC(=O)O)nc2sc3c(c2c1=O)CCCC3	-13	16	18	3	-1	3	12	0	-15	9	-6
7	O=C1c2ccccc2NC(c2ccccn2)N1NS(=O)(=O)c1ccccc1 (stereo unspecified)	-2	11	0	7	14	9	-17	-9	7	-8	-1
8	COC(=O)c1ccc2nc(-c3ccc(F)cc3)c(Cc3cccc(Cl)c3)n2c1	.	.	.	.	5	.	.	-6	0	-25	12
9	O=C(NNC(=O)C1CCC(C(=O)NNC(=O)c2cccs2)CC1)c1cccs1 (stereo unspecified)	-9	7	-4	-13	-6	6	-8	-27	-5	2	-39
10	Cc1noc(C)c1NC(=O)N(C)C[C@H]1Oc2ccc(NC(=O)NC(C)C)cc2C(=O)N([C@H](C)CO)C[C@H]1C	-2	-2	8	14	-2	14	-9	-23	1	-18	-3
11	COc1cc(CN2CCN(C(=O)c3cccc4ccccc34)CC2)cc(OC)c1O	3	-4	25	1	-6	1	-17	-19	-12	18	3
12	Cc1ccc(/C=N/NC(=O)c2cccc(S(=O)(=O)Nc3cccc(Cl)c3)c2)o1	7	-2	13	-17	1	14	13	-23	-11	13	-8
13	CC1=CC(C)C(C(=O)O)C(C(=O)O)C1 (stereo unspecified)	1	1	-22	2	3	3	4	-14	-16	-6	-14
14	O=C(CNC(=O)c1ccccc1F)N/N=C/c1ccco1	-8	27	-28	-24	-5	2	5	-14	-29	-20	-28
15	Cn1c(CO)cnc1S(=O)(=O)Cc1ccc([N+](=O)[O-])cc1	7	-6	-5	-30	-12	7	7	-12	2	9	8

# Only TWEAK-Fn14 inh and NR2F2 inh (3 entries from above):
nr | SMILES | TWEAK-Fn14 inh | NR2F2 inh
9 | O=C(NNC(=O)C1CCC(C(=O)NNC(=O)c2cccs2)CC1)c1cccs1 (stereo unspecified) | -27 | -5
5 | COc1ccccc1C(=O)NC(=S)Nc1ccc(N2CCOCC2)c(Cl)c1 | -9 | -30
10 | Cc1noc(C)c1NC(=O)N(C)C[C@H]1Oc2ccc(NC(=O)NC(C)C)cc2C(=O)N([C@H](C)CO)C[C@H]1C | -23 | 1

# (continued)
no.	SMILES	EBV LMP1 NFkB	KKLEB cytotox	Shn3 3UTR inh	SRC1 inh	NR5A2 inv ag	SRC3 inh	CF NFkB inh	TWEAK-Fn14 inh	NR2F2 inh	TROY NFkB inh	TRAIL sens C8
16	CCCCc1cc(=O)oc2cc(OCC(=O)N3CCC(C(N)=O)CC3)ccc12	1	16	-17	-5	17	5	-12	-18	-7	7	2
17	Cc1cccc(NC(=O)C(C)OC(=O)c2ccccc2NS(=O)(=O)c2cc(C)c(C)c([N+](=O)[O-])c2)c1 (stereo unspecified)	12	-10	7	-16	-8	15	43	36	-8	31	-14
18	Cc1ccc2nc(N3C(=O)C(O)=C(C(=O)c4ccc(C)o4)C3c3ccc(O)cc3)sc2c1 (stereo unspecified)	-4	-10	-19	-28	-12	-16	-18	-5	-23	-31	-14
19	CS(=O)(=O)N(CCc1ccccc1)CC(=O)NCc1ccccn1	1	0	2	-7	-15	18	4	-4	-2	4	-6
20	CC1=C(C(=O)Nc2cc(C(=O)NCCC(C)C)ccc2C)SCCO1	1	4	0	12	-2	15	-12	-17	8	-12	6
21	CC(C)(C)N(Cc1ccccc1)C(=O)COC(=O)CN1C(=O)C2CC=CCC2C1=O (stereo unspecified)	1	1	15	4	2	6	-1	-13	-3	-28	15
22	CC(C)CN(C(=O)CSc1ncnc2sccc12)C1CCS(=O)(=O)C1 (stereo unspecified)	1	0	-8	0	13	-3	-6	5	5	-9	-7
23	Cc1ccc(N2C(=O)C3C(C2=O)C(C(=O)c2ccc(Cl)cc2)N2CCCC32)cc1 (stereo unspecified)	0	4	-1	-24	-12	5	2	4	-4	-5	-8
24	Cc1cc(C)cc(NC(=O)CSc2nnc(-c3ccccc3)n2N)c1	-5	-2	-6	0	4	4	-16	1	-2	-4	-10
25	O=C(NNC(=O)c1cc(S(=O)(=O)N2CCOCC2)c(Cl)cc1Cl)c1ccccc1F	-9	-14	2	-2	-29	1	-9	-4	-1	-5	4
26	O=C(O)CC(NCc1ccco1)C(=O)OCCc1ccccc1 (stereo unspecified)	-2	1	5	5	6	1	15	17	0	.	-24
27	CCCCS(=O)(=O)NC1=NCN(Cc2ccco2)CN1	6	2	2	-10	-17	-8	-3	-5	-2	-2	-6
28	Cc1nn(C)c(C)c1CN(C)C(=O)c1nn2c(c1Br)NC(c1cccs1)CC2C(F)(F)F (stereo unspecified)	12	-2	12	6	4	14	10	3	12	-1	5
29	CC(Oc1cccc2ccccc12)C(=O)N/N=C/c1cccnc1 (stereo unspecified)	4	12	-7	2	5	14	28	-11	-1	-4	-2
30	COCCNC(=O)c1cccc(OC2CCN(Cc3ccc(OC(F)F)cc3)CC2)c1	6	-5	16	-20	20	20	1	15	21	18	1
31	C=CCn1c(SCC#N)nnc1-c1ccc2ncccc2c1	0	0	-4	-8	-14	-10	-13	10	-19	-5	1
32	CCN(C(=O)Cc1cccs1)c1nnc(-c2cccnc2)s1	-3	13	-24	-19	-34	-10	-3	-14	-9	-52	11
33	CCn1c(=O)n(CC)c2cc(N3CCCC3)c(NC(=O)c3cccc(C)c3)cc21	-6	0	-12	16	-3	-9	-1	35	-10	-25	4
34	Cc1ccccc1C(=O)NC1CCN(Cc2nnnn2C2CCCC2)CC1	-6	-13	-11	15	23	-9	-10	9	-3	-4	11
35	CCOC(=O)CNC(=O)C(Cc1ccccc1)NS(=O)(=O)c1cccs1 (stereo unspecified)	-9	6	-14	-74	4	4	-2	6	-5	8	-1
36	COc1cccc(OCC(O)CN2CCN(c3ccccn3)CC2)c1 (stereo unspecified)	-2	2	0	6	-12	11	-1	-26	-11	1	-3
37	COc1ccccc1NC(=O)Nc1ccnn1C1CCN(C(=O)C2CCOC2)CC1 (stereo unspecified)	4	-5	-5	-4	-11	-16	-9	-4	3	6	-10
38	CCCCNC(=S)Nc1ccc2nc3n(c(=O)c2c1)CCCCC3	0	2	-12	-8	-25	-3	-4	-32	-11	-2	-1
39	CC1(C)OC(=O)C(=Cc2ccc(-c3ccc(Cl)c(C(=O)O)c3)o2)C(=O)O1	-10	11	19	-2	5	5	7	-10	-11	-1	4
40	CCCC(CCC)=NNC(=O)c1ccccc1F	-9	7	-22	-77	-108	-51	-5	8	-46	-25	3
41	CC(=O)NC1C(=O)N=C(SCC(=O)Nc2c(C)cccc2C)NC1=O (stereo unspecified)	-8	-7	-28	0	12	-3	1	0	11	4	-42
42	COc1ccccc1C(=O)NC(=O)CSc1nnc(C)s1	-4	12	-12	-13	18	13	-34	-14	13	-33	-3
43	CC1(C)OC(=O)C2=C(C[C@@H](CCc3ccccc3)O[C@H]2C2CCCC2)O1	.	.	.	.	3	.	.	-4	-7	5	9
44	COc1cc(OC)cc(-c2c(-c3cccs3)c3cc(-c4ccc(OC)c(OC)c4)ccc3n2C)c1	-3	-10	12	2	12	-2	8	-13	-5	-7	-6
45	O=C(Nc1ccc(F)cc1)C1CC(=O)n2c(nc3ccccc32)N1 (stereo unspecified)	5	0	3	6	-5	26	4	5	2	-11	2

# Looked up above:
# Cc1ccccc1-n1c(SCC(=O)O)nc2sc3c(c2c1=O)CCCC3 | CF NFkB inh = 12
# O=C1c2ccccc2NC(c2ccccn2)N1NS(=O)(=O)c1ccccc1 (stereo unspecified) | NR5A2 inv ag = 14
# CCCCS(=O)(=O)NC1=NCN(Cc2ccco2)CN1 | CF NFkB inh = -3
# CC(C)(C)N(Cc1ccccc1)C(=O)COC(=O)CN1C(=O)C2CC=CCC2C1=O (stereo unspecified) | CF NFkB inh = -1
# COc1ccccc1C(=O)NC(=O)CSc1nnc(C)s1 | NR5A2 inv ag = 18
# Cc1ccccc1C(=O)NC1CCN(Cc2nnnn2C2CCCC2)CC1 | TRAIL sens C8 = 11

# (list continues)
no.	SMILES	EBV LMP1 NFkB	KKLEB cytotox	Shn3 3UTR inh	SRC1 inh	NR5A2 inv ag	SRC3 inh	CF NFkB inh	TWEAK-Fn14 inh	NR2F2 inh	TROY NFkB inh	TRAIL sens C8
46	Cc1oc2nc(SCC(=O)NCCCO)nc(N)c2c1C	0	-8	-2	1	-9	12	6	6	-2	-6	1
47	CCCC[C@@H]1Cc2[nH][nH]c(=O)c2[C@H](c2ccc(C(C)C)cc2)O1	.	.	.	.	-6	.	.	-1	0	6	-16
48	CCOc1ccc(-c2nc(CSCC(=O)NCCN3CCOCC3)c(C)o2)cc1	2	-1	27	-2	12	8	-1	11	0	-22	-3
49	COc1cccc(-c2cnc(C(O)c3ccc(Cl)cc3C)[nH]2)c1 (stereo unspecified)	.	-1	9	-10	-3	18	-12	-5	18	-1	-8
50	Cc1ccc(C(=O)N2CCCC2)cc1S(=O)(=O)N1CCOCC1	-2	5	-9	4	-14	-24	-23	4	2	11	9
51	CC(C)Sc1nc2ccccc2n1CC(=O)O	-15	13	1	-4	9	-2	-5	7	-4	-9	-1
52	CCCC(=O)N1CCC1(C)C(=O)Nc1ccc(-n2cccc2)cc1 (stereo unspecified)	.	-2	-10	4	-28	8	14	-7	.	-13	-1
53	Cc1c(Br)c(C(N)=O)nn1C	8	11	2	-13	-17	-1	2	-18	8	7	-5
54	O=C1N(Cc2cccnc2)C[C@@H]2C[C@@H](c3ccc4nonc4c3)N3CCC[C@@]123	3	1	4	4	10	11	-2	5	0	18	-1
55	Cc1nn(Cc2ccccc2Cl)c2sc(C(=O)OC3CCCC3=O)cc12 (stereo unspecified)	3	-3	-6	-3	-7	-18	-4	-11	-24	9	-13
56	COc1cccc(C(=O)Nc2ccc(NC(=O)C3C4C=CC(C4)C3C(=O)O)cc2)c1 (stereo unspecified)	-12	-6	-16	-72	-47	-58	-2	8	-30	-20	20
57	CC/C(=N/NC(=O)c1ccccc1)c1ccc(OCCN2CCOCC2)cc1	-2	-1	-40	-73	-104	-71	7	-3	-40	-34	5
58	COc1ccc(C(CNC(=O)C2CC(=O)N(Cc3ccccc3)C2)N2CCCC2)cc1 (stereo unspecified)	1	-14	2	-11	0	-32	-3	-6	-18	-25	-8
59	CCN1C=C(C(=O)OC)C(c2cccc(C)c2)C(C(=O)OC)=C1	-8	-5	-1	11	-14	-1	3	7	-9	7	2

# Not all compounds are listed; the hit share may differ from the screen's.
